Screening results from PubChem.
Tau ThT inhib – blocks human tau fibril formation measured by thioflavin T; P10636; recombinant tau K18 P301L (four-repeat tau fragment), heparin-induced fibrillization, ThT fluorescence; Potency, µM (highest dose often 57.4 µM), for inactives: at the top dose activity, negative = inhibition, actives largely listed as inhibitors; 270,000 tested, 2.1% active; active = well fitted inhibition curve with a large enough effect; inconclusive = small, poorly fitted or top-dose-only effect; also: nearly all actives have a fitted effect of over 55% in size
Target sequence (P10636 561-689 P618L limits assumed): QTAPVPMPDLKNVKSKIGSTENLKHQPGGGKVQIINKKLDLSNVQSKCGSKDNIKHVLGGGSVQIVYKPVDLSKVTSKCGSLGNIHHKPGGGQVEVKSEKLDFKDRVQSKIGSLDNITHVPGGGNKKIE
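Aggregation was driven by heparin (20 uM final) acting on recombinant tau […] bearing P301L in 100 mM sodium acetate pH 7; fibrils were detected with Thioflavin T.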
* marks the source's active call; other numbers are inactive results; ? = inconclusive. % is scaled to controls: 0 for no effect and ±100 for the full control effect; potency is read from the fitted curve at half-maximal effect. These rows are one share of the data; count on the stated rates, not on these rows.

Molecule,Tau ThT inhib
Cc1ccc2c(CNCc3ccc(C)o3)c(C(=O)O)n(Cc3ccccc3C)c2c1,-9%
Cc1nc2cccnc2n1-c1cccc(C(=O)N2CCN(c3ccc(Cl)cc3)CC2)c1,-4%
CCCOc1ccc(NC(=O)CC2C(=O)N(c3cccc(C)c3)C(=O)N2CCc2ccncc2)cc1 (stereo not drawn),-9%
COc1ccc(CNC(=O)c2ccc(NC(=O)N3CCSc4ncccc43)cc2)cc1OC,3%
CSc1ccc(CCNC(=O)C2CCN(c3nc4ccccc4nc3C(F)(F)F)CC2)cc1,-7%
CCc1ccc(NC(=O)c2ccc(-c3ccccc3)s2)cc1,-5%
CCc1ccc(CNC(=O)c2cccc(-n3cnc4cccnc43)c2C)cc1,2%
Cc1ccc(C)c(-n2nnc(C(=O)Nc3ccc(Br)cc3)c2C)c1,1%
Cc1ccc(C(=O)Nc2ccc(S(=O)(=O)N3CCC(c4nc5ccccc5s4)CC3)cc2)cc1,6%
Cc1ccc(C)c(N2CCN(C(=O)Cn3nc(C)c4sc5ccccc5c4c3=O)CC2)c1,-3%

The list goes on:
Molecule,Tau ThT inhib
O=C(NCc1cccc(Br)c1)c1cccn1-c1nnc(N2CCCCC2)s1,-8%
COc1cc(NC(=O)CC(c2cccs2)N2Cc3ccccc3C2=O)cc(OC)c1OC (stereo not drawn),-11%
Cc1ccc(NC(=O)Cn2c(=O)n(Cc3nc(C)no3)c(=O)c3cc4c(cc32)OCO4)cc1,8%
COc1ccc(OC)c(NC(=O)c2ccc(-c3nc(COc4ccccc4)c(C)o3)cc2)c1,?
COc1ccc(OC)c(CCNC(=O)c2nn(C)c3c2CSc2ccccc2-3)c1,7%
Cc1cc(=O)c2cc(C(=O)Nc3ccc(C)c(C)c3)ccc2[nH]1,6%
CCOc1ccc(CNS(=O)(=O)c2cc(-c3cc(C)no3)ccc2C)cc1OC,-3%
CCN(Cc1ccccc1)C(=O)c1cnn(-c2ccc(F)cc2)c1-n1cccc1,-8%
CN(Cc1ccccc1)c1ccc(-c2nc(-c3cccnc3)no2)cc1[N+](=O)[O-],10%
CCc1ccccc1NC(=O)Nc1nnc(N2CCCC2)s1,-4%

More entries.
Molecule,Tau ThT inhib
CC(C)n1c(=O)c2oc3ccccc3c2n(Cc2ccccc2F)c1=O,1%
COc1ccc(C)cc1NS(=O)(=O)c1ccc2oc(=O)c3ncn(C)c3c2c1,7%
CCc1ccc(C(=O)c2cn(CC(=O)NCCc3ccc(OC)c(OC)c3)c3nc(C)ccc3c2=O)cc1,?
CCc1ccc(NC(=O)c2oc3c(c2C)-c2[nH]ncc2CC3)cc1,?
CCn1c(C)c(C)c2cc(C(=O)NCC(C)c3ccccc3)ccc21 (stereo not drawn),?
COc1ccc(-n2nnc(-c3nsc(NC(=O)c4cccc(C)c4)n3)c2C)cc1OC,?
CCc1ccc(NC(=O)CC2C(=O)N(c3ccc(OC)cc3)C(=O)N2Cc2cccs2)cc1 (stereo not drawn),2%
CCn1nnc2cc(C(=O)Nc3ccc(C)cc3Br)ccc21,?
CCc1c(CN2CCN(c3cccc(C)c3)C(C)C2)csc1C (stereo not drawn),-16%
COc1ccc(CNC(=O)Cn2ccc3cc(S(=O)(=O)N4CCCC4)ccc32)c(OC)c1,5%

(continued)
Molecule,Tau ThT inhib
O=C(CSc1nc2c(c(=O)[nH]1)CCCC2)Nc1ccccc1C(F)(F)F,7%
COc1ccccc1CNC(=O)c1ccc(C)c(-n2cnc3cccnc32)c1,6%
COc1cccc(CNC(=O)c2cccc(-n3c(C)nc4cccnc43)c2C)c1,-1%
COc1ccc2c(CNC3CCCCCC3)c(C(=O)O)n(Cc3ccc(C)cc3)c2c1,-3%
COC(=O)c1ccccc1NC(=O)CCCn1nc(C)c2sc3ccccc3c2c1=O,?
CCCNc1ccc(-c2nc(-c3ccncc3)no2)cc1[N+](=O)[O-],9%
COc1cccc(CNC(=O)c2cc(-c3cccc(OC)c3)n[nH]2)c1,?
CC(=O)NCCNC(=O)CCCc1nnc2n(CCC(C)C)c(=O)c3sccc3n12,0%
CCc1cccc(NC(=O)C2CCCN2S(=O)(=O)c2ccc3nc(-c4ccccc4)[nH]c3c2)c1 (stereo not drawn),16%
Cn1c(=O)c2sccc2n2c(CCCC(=O)NC3CCCCC3)nnc12,7%

(next part)
Molecule,Tau ThT inhib
COc1ccccc1CNC(=O)c1ccc(-c2nc(CS(=O)c3ccccc3)c(C)o2)cc1 (stereo not drawn),-12%
COC(=O)c1ccccc1NC(=O)c1ccc(-c2nc(CSc3ccc(C)cc3)c(C)o2)cc1,14%
Cc1cccc(CNC(=O)c2ccc(NC(=O)N3CCSc4ncccc43)cc2)c1,7%
CCN(CC)S(=O)(=O)c1ccc(NC(=O)c2nn(C)c3c2CSc2ccccc2-3)cc1,-3%
O=C(c1ccc(CS(=O)c2ccccc2Cl)o1)N1CCN(c2cccc(C(F)(F)F)c2)CC1 (stereo not drawn),-9%
CCCNC(=O)N1[C@H](c2cccs2)[C@@H](C)C(=O)[C@@H](C)[C@@H]1c1cccs1,2%
CCCN(c1ccccc1F)S(=O)(=O)c1cc(-c2cc(C)no2)ccc1C,-9%
CNS(=O)(=O)c1cn(CC(=O)Nc2ccc(F)cc2F)cc1S(=O)(=O)NC,7%
Cc1c(C(N)=O)nnn1-c1ccc(Br)cc1,2%
Cc1c(Cl)cccc1NC(=O)Nc1nnc(N(C)Cc2ccccc2)s1,-12%

Carrying on:
Molecule,Tau ThT inhib
NS(=O)(=O)c1ccc(CCNC(=O)CCn2c(=O)c3cccn3c3cccnc32)cc1,0%
O=[N+]([O-])c1cc(-c2nc(-c3ccccc3)no2)ccc1NCc1ccco1,-16%
Cc1cccc(NC(=O)Nc2nnc(N(C)C3CCCCC3)s2)c1C,-10%
CCn1cc2nc(SCc3ccccc3)n(Cc3ccc(C)cc3)c(=O)c2n1,5%
CCC1CCCCN1CCCNC(=O)c1[nH]c2ccccc2c1Sc1ccc(Cl)cc1 (stereo not drawn),7%
COc1ccc(CNC(=O)CN2C(=O)COc3ccc(S(=O)(=O)N4CCCCC4)cc32)cc1,-1%
CCN(CC)C(=O)Cn1cc(SCC(=O)Nc2cccc(C)c2)c2ccccc21,-7%
O=S(=O)(Nc1nc2n(n1)C(c1ccc(F)cc1)C=C(c1ccc(Cl)cc1)N2)c1ccccc1 (stereo not drawn),?
CCC(C(=O)NCCc1ccc(SC)cc1)n1nc(C)c2sc3ccccc3c2c1=O (stereo not drawn),-16%
CC(=O)c1ccc(NC(=O)Cn2nc(N3CCN(c4ccccc4)CC3)ccc2=O)cc1,?

Entries shown so far containing fluorine, in the order listed:
Molecule,Tau ThT inhib
CSc1ccc(CCNC(=O)C2CCN(c3nc4ccccc4nc3C(F)(F)F)CC2)cc1,-7%
CCN(Cc1ccccc1)C(=O)c1cnn(-c2ccc(F)cc2)c1-n1cccc1,-8%
CC(C)n1c(=O)c2oc3ccccc3c2n(Cc2ccccc2F)c1=O,1%
O=C(CSc1nc2c(c(=O)[nH]1)CCCC2)Nc1ccccc1C(F)(F)F,7%
O=C(c1ccc(CS(=O)c2ccccc2Cl)o1)N1CCN(c2cccc(C(F)(F)F)c2)CC1 (stereo not drawn),-9%
CCCN(c1ccccc1F)S(=O)(=O)c1cc(-c2cc(C)no2)ccc1C,-9%
CNS(=O)(=O)c1cn(CC(=O)Nc2ccc(F)cc2F)cc1S(=O)(=O)NC,7%
O=S(=O)(Nc1nc2n(n1)C(c1ccc(F)cc1)C=C(c1ccc(Cl)cc1)N2)c1ccccc1 (stereo not drawn),?

Continued.
Molecule,Tau ThT inhib
CCCCNC(=O)c1cccc(-n2c(C)nc3cccnc32)c1,7%
COc1cccc(CNC(=O)Cn2ncn3nc(-c4cccs4)cc3c2=O)c1OC,-6%
COc1ccc(C(CC(=O)Nc2ncccc2C)N2Cc3ccccc3C2=O)cc1OC (stereo not drawn),0%
CC(C)c1ccc(Nc2nc3c(S(=O)(=O)c4ccc(Br)cc4)nnn3c3ccsc23)cc1,7%
CCc1ccc(CSc2nc(-c3ccccc3OC)nc3c2Cc2c(CO)cnc(C)c2O3)cc1,3%
Cc1ccc(C)c(N2CCN(C(=O)NCc3noc4ccccc34)CC2)c1,-10%
COc1ccc(-c2noc(-c3cc(-c4ccc(F)cc4)n[nH]3)n2)cc1,9%
COCCNC(=O)CCCn1c(SCc2ccccc2Cl)nc2c(sc3ccccc32)c1=O,-5%
Cc1oc(-c2ccc(C(=O)Nc3ccc(F)cc3)cc2)nc1COc1ccccc1,-5%
CCOC(=O)c1cccc(NC(=O)CC2C(=O)N(c3ccc(Cl)cc3)C(=O)N2C2CCCC2)c1 (stereo not drawn),-6%

Further results follow:
Molecule,Tau ThT inhib
CCc1nnc2c(NCc3ccccc3OC)nc3ccccc3n12,5%
Cc1c(Cl)cccc1NC(=O)Nc1nnc(N2CCCCCC2)s1,-1%
COc1ccccc1CNc1nccn(-c2ccc(F)cc2)c1=O,2%
CCOc1ccc(NC(=O)CSc2nnc(CC)c(CC)n2)cc1,-9%
Cc1c(C(=O)N2CCCC2)oc2c1-c1nn(CC(=O)NCc3ccccc3Br)cc1CC2,-5%
COc1ccc(-c2nc(SCC(=O)NCc3nc4ccccc4n3C)n3[nH]c(=O)cc3n2)cc1,-14%
CCS(=O)(=O)N1CCc2cc(C(=O)Nc3cccc(C(C)=O)c3)ccc21,?
C=Cc1ccc(Cn2c(C(=O)O)c(CNCc3cccs3)c3ccc(C)cc32)cc1,-1%
Cc1nnc(N2CCC(C(=O)NC3CCC(C)CC3)CC2)c2nn(-c3ccc(Cl)cc3)c(C)c12 (stereo not drawn),-8%
CC(=O)c1ccc(NC(=O)COc2ccccc2-c2nc(C)no2)cc1,-17%

The list goes on.
Molecule,Tau ThT inhib
O=C(COc1ccccc1-c1nc(-c2ccccc2)no1)Nc1cccc([N+](=O)[O-])c1,-17%
COc1ccc(NC(=O)Cn2cc(C(=O)c3ccccc3OC)c(=O)c3ccc(C)nc32)cc1OC,-4%
O=C(Cn1c(=O)n(Cc2nc(-c3ccccc3)no2)c(=O)c2ccccc21)Nc1cccc(C(F)(F)F)c1,19%
COc1ccc2c(c1)cc(CNc1ccc(OC)c(OC)c1)c(=O)n2CC(=O)Nc1ccc(F)cc1,?
CCOc1ccc(-c2nc3c(C#N)c[nH]n3c2NC2CCCCC2)cc1,-4%
CCc1ccc(NC(=O)CC2C(=O)N(c3cccc(C)c3)C(=O)N2Cc2cccc(OC)c2)cc1 (stereo not drawn),1%
CCN(Cc1ccccc1)C(=O)CCNS(=O)(=O)c1ccc2c(c1)CC(C)N2C(C)=O (stereo not drawn),-3%
CC(=O)c1cccc(NC(=O)c2ccc3c(c2)c(C)c(C)n3Cc2ccc(Cl)cc2)c1,-1%
COc1ccccc1N1CCN(c2ccc3cc(S(=O)(=O)N4CCCCC4)ccc3n2)CC1,?
Cc1c(-c2nc(-c3ccc4c(c3)OCO4)no2)nnn1-c1ccc(Br)cc1F,-18%

Further compounds:
Molecule,Tau ThT inhib
O=C(CN1C(=O)COc2ccc(S(=O)(=O)N3CCCCCC3)cc21)Nc1cccc(Cl)c1,-2%
CCn1cc2nc(SCC(=O)Nc3ccc(C)cc3)n(Cc3ccc(C)cc3)c(=O)c2n1,?
Cc1ccc(C)c(NC(=O)CSc2cn(CC(=O)N3CCCCC3)c3ccccc23)c1,-5%
COc1ccccc1NC(=O)C(=O)c1cc(C)n(-c2ccccc2F)c1C,-8%
CCOCCCNC(=O)c1[nH]c2cc(C)ccc2c1Sc1ccc(Cl)cc1,-17%
O=C(CSCc1cnn(-c2ccccc2)c1-n1cccc1)Nc1ccc(F)cc1F,-10%
CCOc1ccc(N(CC)S(=O)(=O)N2CCCC(C(=O)NCc3ccccc3OCC)C2)cc1 (stereo not drawn),-16%
COC(=O)CN1C(=O)CSc2ccc(S(=O)(=O)Nc3c(C)cc(C)cc3C)cc21,1%
COc1cc(Cl)c(C)cc1NC(=O)Cn1c2ncccc2c(=O)n1-c1ccccc1,4%
O=C(NCc1ccccc1)c1cccn1-c1nnc(N2CCCCC2)s1,-2%

Random excerpt: 2 compounds from above, in no set order.
Molecule,Tau ThT inhib
COc1cc(Cl)c(C)cc1NC(=O)Cn1c2ncccc2c(=O)n1-c1ccccc1,4%
CCOCCCNC(=O)c1[nH]c2cc(C)ccc2c1Sc1ccc(Cl)cc1,-17%

Later entries:
Molecule,Tau ThT inhib
COC(=O)CSc1ncc2c(n1)-c1ccccc1N(Cc1ccc(Cl)cc1)S2(=O)=O,-3%
CCN(Cc1ccccc1)C(=O)Nc1ccc2c(c1)N(C)C(=O)c1ccccc1S2,2%
COC(=O)CN1C(=O)CSc2ccc(S(=O)(=O)N3CCOCC3)cc21,3%
CC(=O)Nc1ccc(NC(=O)C2CCCN2S(=O)(=O)c2ccc3c(c2)CCCC(=O)N3)cc1 (stereo not drawn),3%
CC1CCN(S(=O)(=O)c2ccc3c(ccn3CCC(=O)NCc3ccccc3F)c2)CC1,-6%
CC(=O)c1ccc(NC(=O)CCc2nc(-c3ccc(C)cc3)no2)cc1,-9%
CCS(=O)(=O)N1CCc2cc(C(=O)Nc3cc(Cl)ccc3C)ccc21,-2%
CCC(=O)Nc1ccccc1-c1nc2ccccc2n(CC(=O)c2ccc(C)cc2)c1=O,15%
COc1ccc(OC)c(S(=O)(=O)N2CCC(n3c(C)nc4cccnc43)CC2)c1,5%
Cc1noc(Cn2c(=O)c3ccccc3n(CC(=O)Nc3ccc(C(C)C)cc3)c2=O)n1,-13%
C=Cc1ccc(Cn2c(C(=O)O)c(CNC3CCCCC3)c3ccc(C)cc32)cc1,-14%
